# RAD54 branch – RAD54 (human) branch migration inhibition | Q92698 | RAD54 Holliday junction branch migration, FAM/BHQ fluorescence | inhibition, % at 10.4 µM | 0.14% of 360,000 active | AID 602329;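 active means mean normalized replicate activity at least 40 and at least half of replicates scoring 40 or more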;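 further: 0% = median of neutral control wells and 100% = median of positive control wells; inhibitors cause a drop in the FAM fluorescence signal; in these data hits start at about 50%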
# Target sequence (Q92698 whole entry, looked up): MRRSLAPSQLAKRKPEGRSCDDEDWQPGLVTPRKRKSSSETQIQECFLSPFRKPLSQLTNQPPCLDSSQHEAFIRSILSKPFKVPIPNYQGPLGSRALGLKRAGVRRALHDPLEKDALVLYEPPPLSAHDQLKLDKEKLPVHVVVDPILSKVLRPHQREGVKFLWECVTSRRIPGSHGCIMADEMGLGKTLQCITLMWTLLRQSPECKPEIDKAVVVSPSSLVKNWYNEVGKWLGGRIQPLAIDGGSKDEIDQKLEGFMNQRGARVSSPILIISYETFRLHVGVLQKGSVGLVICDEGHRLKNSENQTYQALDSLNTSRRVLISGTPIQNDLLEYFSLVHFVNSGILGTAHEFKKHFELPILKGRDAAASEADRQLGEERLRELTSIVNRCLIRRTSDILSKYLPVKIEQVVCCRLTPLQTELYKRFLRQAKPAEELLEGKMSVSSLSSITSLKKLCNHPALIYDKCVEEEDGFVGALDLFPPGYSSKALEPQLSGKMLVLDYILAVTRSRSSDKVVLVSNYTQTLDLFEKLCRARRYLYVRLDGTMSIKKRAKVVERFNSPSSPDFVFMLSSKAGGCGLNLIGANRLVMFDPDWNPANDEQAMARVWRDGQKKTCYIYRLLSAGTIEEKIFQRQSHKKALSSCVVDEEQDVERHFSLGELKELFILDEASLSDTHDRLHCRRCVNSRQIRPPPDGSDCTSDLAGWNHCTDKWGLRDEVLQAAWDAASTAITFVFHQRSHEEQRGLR
# esBAF inh – inhibitors of esBAF chromatin remodeling in mouse ES cells. Bmi1-luciferase knock-in reporter, 24 h; 100% = twice the neutral-well signal. reporter increase, % at 12.5 µM. 2% of 350,000 active; in the data active means activation above about 40%;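 further: 0% = median of the plate's neutral control wells and 100% = double that signal; a rise in the Bmi1 reporter signal indicates esBAF inhibition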
# FN deposit inh – fibronectin deposition inhibition; AID 743247; 0.086% of 350,000 active; inhibition, % at 12.6 µM; AH1F fibroblasts, Alexa488-fibronectin deposition fluorescence, overnight;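 active means mean inhibition across replicates of 30% or more, regardless of how many single replicates reach that level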;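 further: positive control wells lacked labelled fibronectin entirely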
#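 Test system: AH1F fibroblast monolayer depositing Alexa488-labelled fibronectin into matrix. Input: 10000 cells per well. Technique: fluorescence, ex 485 nm, em 525 nm. Buffer or medium: DMEM plus 2% serum, read in PBS. Timing: 1 h cell adhesion before compound, then overnight fibronectin incubation. Compound: single dose, pinned. Read-out basis: inhibition from reduced deposited-fibronectin fluorescence.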
# Numbers without * were called inactive.
smiles,RAD54 branch,esBAF inh,FN deposit inh
O=C(O)C1CC=CCC1C(=O)c1ccccc1 (centres undefined),-9,5,3
FC(F)Oc1cccc2cccnc12,-2,-1,-4
NC(=O)CC12CC3CC(C1)CC(CC(N)=O)(C3)C2,5,-12,-1
Cc1cc(C)cc(C(=O)O/N=C(\N)c2ccc(Br)cc2)c1,5,10,-9
S=C1SCN(Cc2ccccn2)CN1Cc1ccco1,-4,-6,-9
O=C(COc1ccccc1Cl)NC(=O)NC1CCCC1,-1,24,-20
CCCCC1CC1C(=O)Nc1ccc(OC)c(OC)c1 (centres undefined),8,3,-13
Cc1cc(OC(=O)c2cc(Cl)nc3ccccc23)ccc1Cl,4,1,2
CC(C)C(=O)N(Cc1ccccc1)c1ccccn1,7,-10,-6
Cc1ccc(NC(=O)c2cc(-c3ccc(C)o3)nc3ccccc23)cc1,0,4,-20
COc1cc(NC(=O)c2ccco2)c(OC)cc1NC(=O)CCC(=O)Nc1cccc(C)c1C,12,0,-7
CCC(=O)N1CCc2cc(S(=O)(=O)NCCC(=O)N3CCc4ccccc4C3)ccc21,3,-21,9
CN(C)S(=O)(=O)NCc1ccc2c(c1)OCO2,0,1,-2
CC(=O)c1ccc(OC(C)C)c(CC(C(N)=O)C(N)=O)c1,11,1,-5
COc1ccc(C2CC(c3cccc(OC)c3OC)n3nnnc3N2)cc1 (centres undefined),-4,-4,2

# Next section:
smiles,RAD54 branch,esBAF inh,FN deposit inh
N#C/C(=N\Nc1c(Cl)cccc1Cl)C(=O)NN,2,20,8
Cc1c(Cl)cccc1NC(=S)NCCC(C)C,-5,0,-4
O=C(CSc1nnc(-c2ccco2)o1)c1ccc(F)c(F)c1,9,-5,10
O=C(Nc1ccc(F)cc1)c1cccc(NC(=O)C2C3CC4OC(=O)C2C4C3)c1 (centres undefined),3,6,-1
CC(=O)NNc1nc(-c2ccccc2)c2cc(Br)ccc2n1,0,-2,0
N#Cc1cc2cc3c(cc2nc1SCC(=O)OC1CCCCC1)OCO3,-5,-1,5
CN(C)NC(=S)Nc1ccc2nc(-c3ccccn3)c(-c3ccccn3)nc2c1,-5,-20,4
O=C(c1ccc(Cl)cc1)N1CCN(c2ccc([N+](=O)[O-])c(NCc3cccnc3)c2)CC1,10,7,1
Cc1ccc(-c2n[nH]c3c2CCC3)cc1,2,20,1
CN(C)S(=O)(=O)N1CCN(S(=O)(=O)c2ccc(F)cc2)CC1,-2,-1,3
c1ccc(-c2nn3c(Cn4nnc5ccccc54)nnc3s2)nc1,-12,4,-1
COC(=O)c1ccccc1NC(=O)CSCC(=O)Nc1ccccc1OC,-4,1,4
C=CCN1C(=O)C(Cc2ccccc2)S/C1=N/N=C/c1cccs1 (centres undefined),1,-4,-1
COc1cc2c(cc1OC)C(c1ccc(-c3ccc(Cl)c(Cl)c3)o1)=NCC2,8,-9,10
CCOc1ccc(Cl)cc1S(=O)(=O)n1cnc2cc(C)c(C)cc21,0,-4,1

# The results go on.
smiles,RAD54 branch,esBAF inh,FN deposit inh
OC12CCCCC1C(c1ccc3c(c1)OCO3)N(Cc1ccccc1F)CC2 (centres undefined),5,-3,0
COc1ccccc1N(O)C1CC(=O)N(c2ccc(F)cc2)C1=O (centres undefined),-18,33,-5
CCOC(=O)c1nn(-c2ccccc2C)c2nc(CC(C)C)c(C#N)c(=O)n12,-13,3,-2
Cc1cc(N2CCN(c3ccccc3)CC2)nc(-c2ccccc2O)n1,4,-3,-2
O=C(O)COc1nsnc1N1CCOCC1,-15,-4,4
Brc1ccc2ncnc(NCc3ccco3)c2c1,-8,-18,15
COC(=O)C1=C(C)NC(=O)NC1/C=C/c1ccccc1 (centres undefined),10,3,11
COC(=O)c1ccc(NC(=O)COc2ccc(S(=O)(=O)NC(C)C)cc2)cc1,-3,-2,-8
CCOc1cc2[nH]c(=O)n(CCCCCC(=O)NCc3ccco3)c(=O)c2cc1OCC,-4,-2,-7
CCOc1ccc(OCCNC2CCCC2)cc1,4,16,0
COC(=O)CCC(=O)Nc1ccc(NC(C)=O)cc1,-14,0,7
N#C/C(C(=O)N1CCOCC1)=C1\Nc2ccccc2S1,-6,33,-2
COc1ccc(/C=N/n2c(N)c(S(=O)(=O)c3cccs3)c3nc4ccccc4nc32)cc1OC,3,13,4
O=C(O)c1nn(-c2ccccc2)nc1-c1nn(-c2ccccc2)nc1C(=O)O,1,4,-3
CSc1ccccc1NC(=O)CN(Cc1ccccc1)S(C)(=O)=O,8,-1,2

# Next section:
smiles,RAD54 branch,esBAF inh,FN deposit inh
CCOC(=O)NC(CC(=O)O)c1ccc(OCC)cc1 (centres undefined),-6,1,-4
CCC(Sc1nnc(-c2ccc(C)c(Cl)c2)n1CC)C(=O)Nc1nccs1 (centres undefined),-1,1,-1
CCOC(=O)Cn1cc(C=O)c2ccccc21,-8,6,-3
COc1ccc(Cl)cc1NC(=O)CCc1ccccc1,-4,0,-5
C=CCn1c(SCC(=O)c2cccs2)nc2sc(CC)cc2c1=O,-3,-12,11
CCOc1ccc(C2=Nn3c(nnc3-c3ccc(OC)cc3)SC2)cc1,2,-30,5
CCOC(=O)c1cccc(NC(=O)CN2C(=O)C3C4C=CC(C4)C3C2=O)c1 (centres undefined),-2,-7,1
Cc1cc2cc(CNC(=O)NC3CCCCC3)ccc2[nH]1,-3,5,6
COc1ccccc1CNC(=O)c1ccc(S(=O)(=O)N(C)C)cc1,0,-9,-2
CCc1oc2ccccc2c1C(=O)CCN1CCCCC1,1,-9,3
c1ccc(Nc2nc(N3CCNCC3)nc(N3CCOCC3)n2)cc1,3,0,0
Cn1c(SCC(=O)Nc2sc3c(c2C#N)CCC3)nnc1C1COc2ccccc2O1 (centres undefined),-4,-7,-5
CC(C)Oc1ccc(C(CC(=O)O)NC(=O)C2CCCCC2)cc1 (centres undefined),-11,4,0
CC12C(=O)N(c3cccc(OC(=O)c4ccco4)c3)C(=O)C1C1c3ccccc3C2c2ccccc21 (centres undefined),-12,-7,0
Cc1nn(-c2ccccc2)c2[nH]c(=O)c(CNc3ccc4c(c3)OCCO4)cc12,-13,-15,4

# (listing goes on)
smiles,RAD54 branch,esBAF inh,FN deposit inh
O=C(CCN1C(=O)C2C3C=CC(C3)C2C1=O)N1CCN(c2ccccn2)CC1 (centres undefined),-7,-2,10
COc1ccc(Cc2nnc(SCC(=O)NC3CCCC3)o2)cc1,-4,-2,-7
Cc1cccc(C)c1-n1c(C)cc(/C=C2\C(=O)NN(c3ccccc3)C2=O)c1C,1,2,3
O=C1C2C3c4ccccc4C(c4ccccc43)C2C(=O)N1/N=C/c1cccc(O)c1 (centres undefined),-4,7,0
Cc1ncc(CCl)c2c1OC(C)(C)OC2,4,-10,1
CCCC(c1nnnn1CS(=O)(=O)c1ccc(C)cc1)N1CCN(c2ccc(F)cc2)CC1 (centres undefined),-2,-9,1
O=C(NCc1ccco1)c1cc2c(s1)CCCCC2,-10,57*,-1
CCOC(=O)CC1C(=O)NCCN1S(=O)(=O)c1ccccc1Cl (centres undefined),19,8,-7
CCOC(=O)N1CCN(C(=O)c2ccc(CNS(=O)(=O)c3ccc(C)cc3)cc2)CC1,-5,3,-14
O=C1c2cccc3cccc(c23)C(=O)N1c1ccncc1,4,0,0
CCCNC(=O)Cn1nc(C(F)(F)F)c2c1CCCC2,-3,-12,4
O=C(Nc1ccccc1)c1ccncc1,12,-4,-9
O=C(Nc1ccc2c(c1)OCO2)c1cccc2c1C(=O)N(Cc1cccnc1)C2,2,-1,0
CC(=O)c1sc(NC(=O)c2ccc(F)c(F)c2)nc1C,-2,8,0
Cc1ccc(S(=O)(=O)c2ccc(Cl)cc2)cc1S(=O)(=O)N1CCOCC1,3,3,1

# Next part
smiles,RAD54 branch,esBAF inh,FN deposit inh
Cc1ncoc1C(=O)Nc1ccccc1-c1ccccc1,0,-2,-10
NC(=O)CSc1nc2ccccc2n1Cc1ccccc1F,0,16,12
CC(=O)Nc1ccc(N2C(=O)CCC2=O)cc1C,-15,-12,-6
COc1ccc(CN(C(=O)Cc2c[nH]c3ccccc23)C(C(=O)NC2CCCCC2)c2ccc(C)o2)cc1 (centres undefined),12,-3,-2
O=C(COc1ccc2ccccc2c1)N1CCCC1,-4,26,2
Cc1ccc(CCNC(=O)C2CCCN(c3nc4ccccc4o3)C2)cc1 (centres undefined),8,-6,8
NC(=O)c1c(N)sc(=S)n1-c1ccccc1,0,-6,2
O=C(Nc1ccc2c(c1)OCO2)C1CCCN(S(=O)(=O)Cc2ccccc2)C1 (centres undefined),5,4,-11
O=S(=O)(NC1=NCCC1)c1cccs1,2,3,3
Clc1ccc(N=c2ssnc2Cl)cc1,-21,8,6
O=C(COC(=O)Cc1cccs1)Nc1ccc(F)c(F)c1F,-2,1,-3
Cc1ccc(/C=C2/NC(=O)N(Cc3ccccc3)C2=O)s1,1,9,-1
Cc1ccc(NC(=O)CSc2nnc(CSc3nc(C)cc(C)n3)n2Cc2ccco2)c(C)c1,-12,2,-4
CCS(=O)(=O)n1nc(-c2ccccc2)nc1N,-8,2,-2
COc1cc2cc(/C=C/C(=O)c3ccco3)c(Cl)nc2cc1OC,-9,1,-14

# In a second layout: 2 of the compounds above.
# Every second line gives: RAD54 branch, esBAF inh, FN deposit inh
- CSc1ccccc1NC(=O)CN(Cc1ccccc1)S(C)(=O)=O
  8, -1, 2
- CCOC(=O)NC(CC(=O)O)c1ccc(OCC)cc1 (centres undefined)
  -6, 1, -4

# (cont.)
smiles,RAD54 branch,esBAF inh,FN deposit inh
CC1CCCCC1NC(=O)C(Cc1ccccc1)NS(=O)(=O)c1cccs1 (centres undefined),-4,-7,5
COc1ccc(NC(=O)c2cc(Cl)ccc2NC(=O)c2ccco2)c(OC)c1,-10,-10,3
COC(=O)c1sccc1NC(=O)C1C2C=CC(C2)C1C(=O)O (centres undefined),5,-4,16
CC1(C)Cc2c(sc3[nH]c(=S)n(Cc4ccco4)c(=O)c23)CO1,-14,-6,-5
CCN(CC)S(=O)(=O)c1cc(Br)ccc1OC,7,-8,1
CC(=O)c1ccc(C(C)(C)c2ccc(C(C)=O)s2)s1,0,-2,10
CC1CCN(c2ccc(NC(=S)NC(=O)c3ccc(-c4cccc([N+](=O)[O-])c4)o3)cc2)CC1,2,-2,-8
O=Cc1ccc2oc3nc4n(c(=O)c3c(=O)c2c1)CCCS4,4,-1,-3
CC1=C(C#N)C(C(F)(F)F)(C(F)(F)F)N=C(c2ccco2)N1,5,6,0
CCn1c2ccccc2c2cc(NC(=O)C(C)C)ccc21,-9,-3,-19
Cc1ccc(Cl)cc1NC(=O)COC(=O)CC1CC2CCC1C2 (centres undefined),9,-7,4
CCN(CCCNC(=O)CCCCn1c(=O)[nH]c2ccccc2c1=O)c1ccccc1,9,-2,6
CCNC(=O)CC1C(=O)N(CC)C(=S)N1NC(=O)c1ccc(Cl)cc1 (centres undefined),5,-9,3
CC(=O)Nc1ccc(N2CCCCC2)c(C(=O)Nc2cccc(C)c2)c1,-6,10,1
CCOC(=O)CSCC(=O)Nc1ccc(S(=O)(=O)N2CCCCC2)cc1,-9,-4,-1

# Reformatted: 4 of the compounds above.
> CC(=O)c1ccc(OC(C)C)c(CC(C(N)=O)C(N)=O)c1
  RAD54 branch: 11 | esBAF inh: 1 | FN deposit inh: -5
> COc1ccc(C2CC(c3cccc(OC)c3OC)n3nnnc3N2)cc1 (centres undefined)
  RAD54 branch: -4 | esBAF inh: -4 | FN deposit inh: 2
> N#C/C(=N\Nc1c(Cl)cccc1Cl)C(=O)NN
  RAD54 branch: 2 | esBAF inh: 20 | FN deposit inh: 8
> Cc1c(Cl)cccc1NC(=S)NCCC(C)C
  RAD54 branch: -5 | esBAF inh: 0 | FN deposit inh: -4

# (next part)
smiles,RAD54 branch,esBAF inh,FN deposit inh
O=c1cc(O)nc(SCc2ccccc2)[nH]1,-4,7,6
O=C(Nc1ccccc1)C1CCCN(S(=O)(=O)c2ccc(-n3cnnn3)cc2)C1 (centres undefined),-6,4,2
CCN(CC(=O)Nc1ccccc1C(=O)OC)S(=O)(=O)c1ccccc1,8,-1,-3
COc1ccc(-c2nc(-c3cccs3)c(-c3cccs3)[nH]2)cc1OC,1,15,17
Cc1ccc(S(=O)(=O)Cc2ccc(C(=O)NCc3ccc4c(c3)OCO4)o2)cc1,-3,-3,0
Cc1cc2ncn(S(=O)(=O)c3ccc(S(=O)(=O)N4CCOCC4)cc3)c2cc1C,1,0,5
CC1CCCC(NC(=O)CCCn2c(=O)[nH]c3cc(Cl)ccc3c2=O)C1C (centres undefined),-5,5,5
CSc1ccc(C(=S)N2CCN(Cc3ccccc3)CC2)cc1,0,4,-4
COc1ccc(NC(=O)C2(c3ccc(NC(=O)c4ccc(OC(C)=O)cc4)cc3)CCCC2)cc1,-6,6,5
O=C(CCCCCn1c(=O)[nH]c2ccccc2c1=O)N1CCN(Cc2ccc3c(c2)OCO3)CC1,-8,-22,1
CCOC(=O)N1CCN(CCC(=O)Nc2ccc(C)cc2)CC1,10,0,-10
O=C(O)CCCC(=O)Nc1cccc(C(F)(F)F)c1,-6,-2,3

# Some of the compounds tested; rates above refer to the full screens.
